PAD4 inhibition: human PAD4 inhibitors, primary screen, biochemical, fluorescence polarization (AID 463073) | 2,000 tested, 0.5% active | Protein-arginine deiminase type-4 (Homo sapiens) | recombinant PAD4, RFA probe fluorescence polarization; active compounds read high | inhibition, % at 5 µM;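 active = inhibition above 30%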;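 also: 0% = PAD4 with DMSO and 100% = wells lacking PAD4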
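system = recombinant PAD4 | amount = PAD4 at 2 µM in dispensed buffer, before additions | incubation = 30 min 25 °C preincubation, 5 h 37 °C labeling | measured by = FP, ex 525 nm, em 598 nm | replication = single well per compound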
An asterisk follows results filed as active; & = joins results of further samples.

PAD4 inhibition,structure
-1.2,O=C(CCNNC(=O)c1ccncc1)NCc1ccccc1
-2.3,Cc1cc(-c2ccccc2)nnc1NCCN1CCOCC1
5.6,CC1COc2c(N3CCN(C)CC3)c(F)cc3c(=O)c(C(=O)O)cn1c23 (stereo unspecified)
-1.3,COc1ccc(/C=C/C(=O)Nc2ccccc2C(=O)O)cc1OC
3.8,O=C(NCCc1c[nH]c2ccccc12)c1cccnc1
-1.4,c1ccc(CC2=NCCN2)cc1
5.7,C1CCC(C(CC2CCCCN2)C2CCCCC2)CC1 (stereo unspecified)
2.7&3.6,c1ccc(CN(CC2=NCCN2)c2ccccc2)cc1
-2.0,CC(COc1ccccc1)NC(C)C(O)c1ccc(O)cc1 (stereo unspecified)
3.1,CC[N+](C)(CC)CCOC(=O)C(O)(c1ccccc1)C1CCCCC1 (stereo unspecified)

In a second layout: results already given
compound | PAD4 inhibition
CC[N+](C)(CC)CCOC(=O)C(O)(c1ccccc1)C1CCCCC1 (stereo unspecified) | 3.1
CC1COc2c(N3CCN(C)CC3)c(F)cc3c(=O)c(C(=O)O)cn1c23 (stereo unspecified) | 5.6
C1CCC(C(CC2CCCCN2)C2CCCCC2)CC1 (stereo unspecified) | 5.7
Cc1cc(-c2ccccc2)nnc1NCCN1CCOCC1 | -2.3
c1ccc(CC2=NCCN2)cc1 | -1.4

The list is partial. The share of hits here may be higher or lower than overall.
